NR3A LBD binder: modulators (binders) of human NR3A ligand-binding domain; NR3A LBD differential scanning fluorimetry, Tm shift; 0% = protein alone, 100% = glycine-bound protein; 2.5% of 340,000 active; Tm shift relative to glycine control, % at 25 µM;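 active = melting temperature shift of at least 10% of the positive control shift, at one fixed dose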
SENP6 block: blocks the human protease SENP6; Recombinant SENP6 catalytic domain, aminoluciferin luminescence; AID 2599; Q9GZR1; inhibition, % at 10 µM; 1.8% of 330,000 active;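 active = inhibition above about 50% at the single tested dose, limit read from the data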;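 note: plate controls were DMSO wells with enzyme for no effect and DMSO wells lacking enzyme for full effect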
Target sequence (Q9GZR1 628-1112 limits assumed): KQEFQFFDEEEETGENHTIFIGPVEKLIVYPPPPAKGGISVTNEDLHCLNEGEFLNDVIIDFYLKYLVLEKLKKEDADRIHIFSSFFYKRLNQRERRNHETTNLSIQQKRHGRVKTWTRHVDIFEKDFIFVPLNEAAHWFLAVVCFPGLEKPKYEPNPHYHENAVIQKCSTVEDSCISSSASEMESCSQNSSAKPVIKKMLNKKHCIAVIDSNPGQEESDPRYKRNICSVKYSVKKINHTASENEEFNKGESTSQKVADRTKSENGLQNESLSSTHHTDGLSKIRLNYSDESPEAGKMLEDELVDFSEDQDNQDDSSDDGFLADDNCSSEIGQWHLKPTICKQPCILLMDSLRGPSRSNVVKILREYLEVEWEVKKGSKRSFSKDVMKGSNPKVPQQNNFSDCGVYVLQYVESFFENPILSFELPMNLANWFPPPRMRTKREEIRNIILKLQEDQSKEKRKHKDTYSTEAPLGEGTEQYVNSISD
MPTP inh: blocks calcium-induced mitochondrial swelling; inhibition, % at 10 µM; isolated mouse mitochondria, Ca2+ swelling absorbance, 30 min; 1.4% of 360,000 active; AID 602449;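 active = inhibition of 50% or more, scaled per plate between neutral and stimulator controls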;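 note: 0% = DMSO wells given calcium and 100% = 1 mM EGTA wells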
SENP7 block: SENP7 protease inhibition; Q9BQF6; recombinant SENP7, Z-RLRGG-aminoluciferin luminescence, 40 min; inhibition, % at 5 µM; 1.5% of 330,000 active; AID 434973;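 active = inhibition above about 50% at the single test dose, limit read from the data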;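 note: plate controls were DMSO with enzyme for no effect and no enzyme buffer wells for full effect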
SENP8 inh: blocks human SENP8 cleavage of Nedd8 substrate; 0.64% of 360,000 active; Q96LD8; AID 602440; inhibition, % at 20 µM; recombinant SENP8, Nedd8 substrate fluorescence; in the data active = inhibition mostly above about 40%, no sharp cut-off; inactive = mostly below about 27%
Target sequence (Q96LD8 whole entry, looked up): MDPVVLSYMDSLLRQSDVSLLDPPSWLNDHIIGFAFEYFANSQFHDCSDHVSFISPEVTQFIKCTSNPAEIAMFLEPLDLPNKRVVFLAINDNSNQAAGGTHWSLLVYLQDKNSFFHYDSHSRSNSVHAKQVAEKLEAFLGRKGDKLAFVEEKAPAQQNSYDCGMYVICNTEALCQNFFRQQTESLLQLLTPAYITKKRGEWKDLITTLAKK
HKDC1 inhibitor: blocks human hexokinase HKDC1 activity; Q2TB90; recombinant HKDC1, G6PDH/diaphorase resazurin coupled fluorescence; inhibition, % at 20 µM; 0.16% of 340,000 active;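 active = inhibition above about 35% when tested at 20 µM, limit read from the data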;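 note: plate controls were DMSO wells with enzyme for no effect and DMSO wells lacking enzyme for full effect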
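Assay system: recombinant HKDC1 hexokinase; detection: coupled resazurin fluorescence, excitation 525 nm, emission 613 nm; benchmarks: DMSO-plus-enzyme-mix negative control, buffer-substituted positive control; compound dosing: single 20 µM dose; schedule: 90 min at room temperature in dark; also added: glucose plus 1 mM ATP as hexokinase substrates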
PfG6PD inh: PfG6PD (Plasmodium falciparum) enzyme inhibition; PfGluPho enzyme, NADPH resazurin-diaphorase fluorescence; inhibition, % at 20 µM; 0.78% of 350,000 active; AID 504690;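 active = inhibition reaching at least a set limit at 20 µM in the primary screen, cut at about 59% in these data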;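 note: 0% = DMSO wells with substrate and 100% = DMSO wells lacking glucose-6-phosphate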
ATG4B inh: ATG4B (human) cysteine protease inhibition; Q9Y4P1; ATG4B cleavage of LC3-PLA2, NBD-HPC fluorescence, 1 h; inhibition, % at 8.33 µM; 0.51% of 340,000 active; AID 504462; in the data active = inhibition above about 40%
Target sequence (Q9Y4P1 whole entry, looked up): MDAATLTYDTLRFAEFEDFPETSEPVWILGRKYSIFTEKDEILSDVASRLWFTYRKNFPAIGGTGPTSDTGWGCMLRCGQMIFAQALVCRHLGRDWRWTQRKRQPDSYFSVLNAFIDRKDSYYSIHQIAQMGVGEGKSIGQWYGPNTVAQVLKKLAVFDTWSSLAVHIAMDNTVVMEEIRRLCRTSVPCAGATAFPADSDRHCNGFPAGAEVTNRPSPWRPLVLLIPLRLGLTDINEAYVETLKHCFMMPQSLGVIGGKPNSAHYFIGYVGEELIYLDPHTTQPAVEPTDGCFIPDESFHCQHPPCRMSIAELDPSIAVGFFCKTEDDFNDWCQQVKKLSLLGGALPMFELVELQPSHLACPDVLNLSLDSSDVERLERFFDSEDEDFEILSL
* hit, by the source's call; . = not tested or not shown. An unsorted share of the library. About 6.9% of those tested had a hit in this group.

SMILES	NR3A LBD binder	SENP6 block	MPTP inh	SENP7 block	SENP8 inh	HKDC1 inhibitor	PfG6PD inh	ATG4B inh
Cc1cc(=O)[nH]c(SCC(=O)Nc2nc3c(s2)CCCC3)n1	0.1	9.7	3.5	4.1	32.3	1.3	-34.8	-7.9
O=C(NCCc1ccccc1F)C1CCCN(c2nc3ccccc3s2)C1 (stereo unspecified)	3.3	-7.3	-1.5	0.4	17.5	5.3	6.1	17.2
O=C(COC(=O)Cn1cnc2ccccc21)NCc1ccc(F)cc1	8.9	0.7	0.9	-5.6	6.8	-8.6	8.7	2.5
COC(=O)C1=C(C)NC(=O)NC1c1ccc(-c2ccc(F)cc2)o1 (stereo unspecified)	0.0	-11.8	0.0	-4.4	-49.5	-7.2	16.6	-6.1
Cc1cccc(-c2cc3nc4c(c(N5CCCC(O)C5)n3n2)CCC4)c1 (stereo unspecified)	-2.1	9.3	2.0	3.6	-204.6	-0.4	30.8	-30.6
CSc1cccc(NC(=O)COC(=O)C2(c3ccccc3)CC2)c1	-6.7	-17.4	1.9	-3.0	4.5	-2.7	22.5	-3.1
COc1ccc(S(=O)(=O)N(C)CC(=O)Nc2ccc(C(N)=O)cc2)cc1OC	0.2	2.2	-0.8	-1.4	6.1	-6.1	-3.0	-1.9
O=C1c2ccccc2C(=O)N1CCCCN(C(=O)c1cc([N+](=O)[O-])ccc1Cl)c1ccc(Cl)cc1	0.6	-1.8	-1.5	-10.0	11.1	14.5	5.3	9.4
CCn1c(SCC(=O)N2CCCCC2C)nc2ccsc2c1=O (stereo unspecified)	-1.6	-6.4	0.2	-9.1	16.4	0.7	-10.2	2.3
COc1ccccc1CNC(=O)CCn1c(=O)sc2ccccc21	3.1	-18.9	0.2	8.5	12.7	-7.6	-5.5	-9.4
Cc1onc(-c2c(Cl)cccc2Cl)c1C(=O)N/N=C(\N)COc1ccc(Cl)cc1	-13.5	-0.3	6.6	-1.4	37.9	-37.6	-30.1	-9.8
O=S(=O)(/N=C(/Nc1ccc(Cl)c(S(=O)(=O)N2CCOCC2)c1)c1ccc(F)cc1)c1ccccc1	-3.8	-9.8	0.0	1.3	4.5	0.2	13.8	-14.2

Single records, from the list above. Values in the order: NR3A LBD binder	SENP6 block	MPTP inh	SENP7 block	SENP8 inh	HKDC1 inhibitor	PfG6PD inh	ATG4B inh
Record of `Cc1cccc(-c2cc3nc4c(c(N5CCCC(O)C5)n3n2)CCC4)c1` (stereo unspecified) → -2.1	9.3	2.0	3.6	-204.6	-0.4	30.8	-30.6
Record of `COc1ccc(S(=O)(=O)N(C)CC(=O)Nc2ccc(C(N)=O)cc2)cc1OC` → 0.2	2.2	-0.8	-1.4	6.1	-6.1	-3.0	-1.9
Record of `COc1ccccc1CNC(=O)CCn1c(=O)sc2ccccc21` → 3.1	-18.9	0.2	8.5	12.7	-7.6	-5.5	-9.4
Record of `O=C(COC(=O)Cn1cnc2ccccc21)NCc1ccc(F)cc1` → 8.9	0.7	0.9	-5.6	6.8	-8.6	8.7	2.5
Record of `CSc1cccc(NC(=O)COC(=O)C2(c3ccccc3)CC2)c1` → -6.7	-17.4	1.9	-3.0	4.5	-2.7	22.5	-3.1

Following part:
SMILES	NR3A LBD binder	SENP6 block	MPTP inh	SENP7 block	SENP8 inh	HKDC1 inhibitor	PfG6PD inh	ATG4B inh
CC(=O)N1Cc2[nH]c3ccccc3c2CC1C(=O)O (stereo unspecified)	-0.2	-13.8	0.6	2.1	-28.7	-0.3	-11.9	1.9
CCc1nn(CC(=O)NCCCc2ccccc2)c(=O)c2cc3cc(F)ccc3n12	1.4	-3.7	0.3	4.0	-76.1	-0.4	-2.6	1.6
C=CCn1c(C)cc(C(=O)COc2ccc(N(C)S(=O)(=O)c3ccc(NC(C)=O)cc3)cc2)c1C	-4.4	-6.6	2.8	-0.2	-3.9	6.4	4.0	-15.1
C/C(=N\OC(=O)c1cccc(C(F)(F)F)c1)c1sc(-c2ccccc2)nc1C	2.1	3.0	0.3	-0.7	-20.9	5.0	-22.9	6.5
Cn1c(=O)oc2cc(S(=O)(=O)N3CCCC(C(=O)Nc4ccc5c(c4)OCCO5)C3)ccc21 (stereo unspecified)	-0.9	-0.6	0.2	-9.3	13.8	6.8	-4.1	-2.6
CN1CCN(C(=O)c2c(O)c3cccc4c3n(c2=O)CC4)CC1	5.2	7.7	-5.2	7.3	-7.9	1.4	-6.3	2.5
CCn1c(SCC(=O)Nc2nc(C)cs2)nnc1-c1ccncc1	2.5	-17.2	-0.2	4.4	10.0	3.6	24.3	-0.3
CCOC(=O)c1c(NC(C)=O)sc(/C(C)=N/Nc2ccc(C(=O)O)cc2)c1C	-2.4	-0.5	0.3	2.3	-4.3	5.2	9.0	-6.9
CC1(C)Cc2c(cnn2-c2ccc(F)cc2)C(NC(=O)CN2CCCC2=O)C1 (stereo unspecified)	0.5	-8.1	-0.3	1.8	5.2	5.6	6.2	-9.2
CCCc1cc(-c2[nH]ncc2-c2ccc(C(=O)OCC)o2)c(O)cc1O	-1.0	-27.1	4.1	-2.5	-294.4	-2.1	12.5	-34.8
COc1ccc(S(=O)(=O)N2CCCCCC2)cc1NC(=O)Cc1cc(OC)c(OC)c(OC)c1	-2.1	0.0	1.5	-2.7	8.0	-5.0	-2.4	-10.3
O=C(CCC1CCCN(C(=O)CCC(F)(F)F)C1)NCc1ccc(F)c(F)c1 (stereo unspecified)	0.3	-7.3	1.1	-9.0	15.3	2.7	-3.1	4.2
O=C(COC(=O)c1ccc(Br)o1)Nc1ccc2[nH]c(=O)[nH]c2c1	-3.7	-12.9	-0.3	-11.8	7.6	-0.9	0.4	-1.7
Cc1ccc(CCNC(=O)c2cc(S(=O)(=O)N3CCCC3)cn2C)cc1	-1.1	-5.8	-0.1	7.7	8.8	-4.2	-0.5	-4.1
CCOc1ccccc1Nc1ccc(C(=O)O)cc1NC(C)=O	-2.0	0.1	-3.5	3.0	-205.3	-2.5	6.1	-9.4
CC1CCCCC1NC(=O)CN1C(=O)NC(C)(c2cccc(Br)c2)C1=O (stereo unspecified)	-0.2	8.2	-1.2	3.5	-3.4	0.5	-9.5	9.4
CCCc1cc(=O)[nH]c(SCC(=O)N(CCC#N)c2ccc3c(c2)OCCO3)n1	1.2	-10.6	0.1	8.4	11.6	-1.2	-9.4	-3.2
N#Cc1cn(Cc2ccccc2)c2ccccc12	3.1	-8.8	-0.3	10.3	7.7	0.3	-15.6	-5.6
COCCN1CCn2c(nc3cc(NC(=O)c4ccc(OC)cc4)ccc32)C1	-4.4	-8.9	-4.6	-3.3	-494.2	8.7	0.2	2.5
Cc1ccc(NC(=S)Nc2cccc3ccccc23)cc1	-0.8	80.7*	1.7	17.3	-463.4	4.5	15.4	-5.0
Cn1c(=S)c2[nH]c(SCC3CCCO3)nc2n(C)c1=O (stereo unspecified)	-0.3	.	0.0	.	-29.2	-3.0	37.1	-2.6
CCOC(=O)N1CCN(CCC(=O)Nc2ccc(OC(F)(F)F)cc2)CC1	-2.1	-5.6	-2.4	2.9	4.4	-4.6	17.7	-11.2
COCCn1c(SCC(=O)Nc2cccc(OC)c2)nnc1-c1ccccc1	10.5*	-47.1	0.0	-4.7	4.1	-8.9	-14.2	1.9
CCc1cccc(CC)c1NC(=O)CO/N=C(\N)CC(=O)NC1CCCCC1	-0.5	-1.2	1.3	0.1	3.3	-3.9	-8.6	3.0
COc1cc(Cl)c(C)cc1NC(=O)c1ccc2c(SCC(=O)O)c3c(nc2c1)CCCC3	-0.8	-14.2	-0.8	-7.9	-9.6	2.4	4.6	39.1
CC(C)(C)NS(=O)(=O)c1ccc(/C=C/C(=O)O)cc1	-0.9	-8.5	1.4	1.8	21.8	-7.5	-2.4	-3.0
OCCC1CN(Cc2cnc(-c3ccc(Cl)cc3)nc2)CCN1C1CCCCC1 (stereo unspecified)	0.0	-2.9	2.9	8.6	15.7	-5.8	5.5	-15.2
CCN(CC)CCN(C(=O)/C=C/c1cccs1)c1nc2ccc(C)cc2s1	-9.6	-17.2	11.4	5.6	-24.2	4.0	-7.1	4.0
N#Cc1cc2c(nc1SCc1ccccc1)CCCCC2	3.5	15.1	3.4	9.3	14.2	5.7	-24.3	6.1
CC(C(=O)NC1CCCCCC1)c1ccc([N+](=O)[O-])cc1 (stereo unspecified)	1.4	-7.9	1.0	12.5	-1.4	-7.6	-17.1	-1.1
C=C1C[C@@]23CCC4[C@@](C)(CCC[C@@]4(C)C(=O)OC)C2CC[C@]1(OC(C)=O)C3 (stereo partly specified)	1.1	-3.8	3.1	-2.4	8.2	-1.2	8.6	-8.2
O=C(CN1CCN(C(=O)c2cccc(F)c2)CC1)NC1CCCCC1	3.4	-7.8	.	0.3	.	-0.8	-29.1	13.9
Cc1nn2c(NCc3cccnc3)c3c(nc2c1-c1ccccc1)CCC3	0.0	-11.1	4.2	-1.5	-359.6	7.1	7.0	2.4
COc1ccc(Cl)c(NC(=O)Nc2c(C)n(-c3ccccc3)c(=O)n2C)c1	-5.5	-10.4	-1.0	-4.2	16.4	-6.6	1.5	-1.7
c1cnc(-c2noc(CN3CCN(C4C5CC6CC(C5)CC4C6)CC3)n2)cn1 (stereo unspecified)	-0.8	-15.2	0.7	-4.4	9.3	-2.4	6.6	0.7
CCCCN(C(=O)Nc1ccc(Cl)cc1)C1CCN(C(C)=O)CC1	-2.4	3.5	0.4	-1.8	14.0	-4.1	-13.4	4.4
Cc1ccc(NC(=O)C2CC(O)CN2C(=O)OCc2ccccc2)cc1C (stereo unspecified)	2.4	-4.9	2.2	1.2	-4.4	-1.4	4.9	-6.7
COc1ccc(-c2ccc3c(c2)S(=O)(=O)c2cccc(C(=O)O)c2C3=O)cc1OC	-3.1	-21.9	-0.8	0.8	13.3	2.3	-14.0	0.9
O=C(CN1C(=O)c2ccccc2C1=O)Nc1ccccc1C(F)(F)F	-0.7	3.0	1.2	-6.3	2.6	-1.9	1.4	-4.0
COc1ccccc1NC(=O)c1ccc(-n2cccn2)nc1	-0.3	-6.2	1.2	-1.5	5.9	-8.7	14.1	-7.4
Cc1ccc(OCC(=O)N2CCCCCC2)c(C)c1	5.5	-17.9	-2.2	-5.5	13.4	11.0	-10.2	-6.7
O=C(NCc1ccco1)C1CCN(S(=O)(=O)c2cccc3cccnc23)CC1	-1.5	11.4	-0.8	1.8	2.6	-2.2	-22.7	1.6
O=C(COc1ccc2ccc(=O)oc2c1)N1CCc2ccccc21	2.9	-6.4	0.7	5.7	-76.4	10.3	-5.5	3.7
O=C(NNC(=O)C1CC(c2cccnc2)=NO1)Nc1ccccc1F (stereo unspecified)	-0.7	-27.3	-0.7	-4.0	3.4	-8.8	-3.6	-4.7
COc1cc(C(=O)Nc2ccc(-n3cnnn3)c(C)c2)cc(OC)c1OC	0.4	-14.1	1.1	-5.3	1.0	-1.1	14.4	3.8
OC(COc1ccc(Cl)cc1)CN1CCC(Cc2ccccc2)CC1 (stereo unspecified)	3.5	-2.5	1.4	-7.3	16.6	2.5	-6.5	-5.6
COc1ccc(CCN=C(NS(=O)(=O)c2ccccc2)c2ccccc2)cc1OC	-2.0	4.0	-2.2	-1.0	9.7	-5.0	0.3	-0.8
Cc1nc2c3ccccc3n(CC#N)c(=O)n2n1	-0.6	-8.6	13.7	2.4	9.1	-5.6	12.9	0.2
O=C1N(Nc2ccccc2)C(c2ccc(Br)cc2)C12CCCC2 (stereo unspecified)	-8.9	-6.2	7.7	-4.4	10.0	-1.7	3.4	-2.8
O=C(OC1CCCCC1=O)c1cccc(S(=O)(=O)N2CCCCC2)c1 (stereo unspecified)	1.4	-4.5	0.0	-8.1	-2.1	-3.0	9.0	3.5
C[C@H](OC(=O)n1ccnc1)[C@@H]1O[C@@]2(C)CCC[C@@H]1O2	-0.5	4.0	-0.1	1.2	27.4	-2.5	3.1	3.4
CC(C)(C)c1ccccc1NC(=O)Cn1c(=O)cnc2ccccc21	-1.9	5.2	-0.1	7.2	20.0	-6.1	13.9	-0.7
CN1c2ccccc2C(O)=C(C(=S)Nc2ccccc2)S1(=O)=O	-3.9	5.6	-1.2	-6.2	-104.7	0.4	-4.8	0.2
